TcdB inh = TcdB glycohydrolase inhibitors, primary screen, biochemical, single point, plate reader; hit rate 0.24% among 350,000; TcdB glycohydrolase enzymatic assay; Toxin B (Clostridioides difficile), P18177; inhibition, % at 9.99 µM; in the data active = inhibition above about 10%
Anthrax LF prot = Bacillus anthracis LF protease inhibitors, primary screen, biochemical, multiplex microsphere, MLPCN library | AID 588501, 2011 | inhibition, % at 10 µM | hit rate 0.12% among 360,000 | multiplex microsphere protease cleavage assay; note: plate controls were buffer without enzyme for full effect and enzyme alone for no effect
Target sequence (P15917 whole entry, looked up): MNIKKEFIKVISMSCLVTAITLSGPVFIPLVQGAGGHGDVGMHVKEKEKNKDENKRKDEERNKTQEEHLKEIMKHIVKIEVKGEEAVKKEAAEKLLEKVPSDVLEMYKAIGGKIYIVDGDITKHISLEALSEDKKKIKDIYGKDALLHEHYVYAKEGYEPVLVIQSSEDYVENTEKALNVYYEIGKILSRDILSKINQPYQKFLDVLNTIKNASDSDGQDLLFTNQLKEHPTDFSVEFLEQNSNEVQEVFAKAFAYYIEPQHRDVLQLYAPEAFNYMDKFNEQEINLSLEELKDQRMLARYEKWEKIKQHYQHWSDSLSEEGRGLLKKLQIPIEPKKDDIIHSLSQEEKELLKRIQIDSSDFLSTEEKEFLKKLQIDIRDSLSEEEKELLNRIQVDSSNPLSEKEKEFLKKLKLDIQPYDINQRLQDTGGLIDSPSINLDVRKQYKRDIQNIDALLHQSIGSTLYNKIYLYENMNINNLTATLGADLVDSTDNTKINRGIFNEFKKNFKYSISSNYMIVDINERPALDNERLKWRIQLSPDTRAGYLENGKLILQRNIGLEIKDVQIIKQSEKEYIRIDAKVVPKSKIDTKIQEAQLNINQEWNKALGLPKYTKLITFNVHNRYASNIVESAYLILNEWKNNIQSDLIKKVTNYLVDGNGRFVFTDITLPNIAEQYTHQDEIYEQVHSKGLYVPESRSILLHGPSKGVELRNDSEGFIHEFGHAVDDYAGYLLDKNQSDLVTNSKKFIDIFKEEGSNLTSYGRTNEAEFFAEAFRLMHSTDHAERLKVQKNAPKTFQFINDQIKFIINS
PrPC TRFRET = inhibitors of human cell surface prion protein PrPC, primary screen, cell-based, TR-FRET | Major prion protein (Homo sapiens), P04156 | TR-FRET read-out | inhibition, % at 13.8 µM | hit rate 0.43% among 370,000 | AID 720596, 2013; in the data active = inhibition above about 24%; note: 0% = median of the test wells and 100% = reference compound wells
3CLpro inhibitor = SARS-CoV 3CLpro protease inhibitors, primary screen, biochemical, quenched FRET; AID 1706, 2009; Replicase polyprotein 1ab (Severe acute respiratory syndrome coronavirus), P0C6X7; recombinant SARS-CoV 3CLpro, quenched FRET peptide cleavage; inhibition, % at 6 µM; hit rate 0.14% among 290,000; in the data active = inhibition above about 12%
BoNT-A LC inh2 = BoNT/A light chain protease inhibitors, primary screen, biochemical, flow cytometry, MLPCN library; inhibition, % at 10 µM; hit rate 0.17% among 360,000; Botulinum neurotoxin type A light chain protease (Clostridium botulinum A str. ATCC 3502); multiplex microsphere protease substrate cleavage; note: plate controls were buffer without enzyme for full effect and enzyme alone for no effect
BH1578 lux ind = inducers of Vibrio cholerae quorum light production without autoinducers, primary screen, BH1578 luxS cqsA deficient, single point; V. cholerae BH1578 lux reporter, luminescence, 6 h; activation, % at 18.7 µM; hit rate 0.16% among 350,000; AID 588436, 2011; in the data active = activation mostly above about 9.7%, no sharp cut-off; inconclusive = no clear call, values can overlap the other calls; inactive = mostly below about 3.7%; note: not every result past the cut was called active; inactives centre near 0; reference of the scale not given here
PriA SSB inh = inhibitors of Klebsiella pneumoniae PriA binding to SSB C-terminal tail, primary screen, biochemical, AlphaScreen | AlphaScreen SSBct-PriA binding, biotinylated peptide | inhibition, % at 33 µM | PriA–SSB C-terminal tail interaction (Klebsiella pneumoniae) | hit rate 0.6% among 430,000; in the data active = inhibition mostly above about 37%, no sharp cut-off; inactive = mostly below about 20%;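 note: plate controls were negative control peptide for no effect and reference peptide for full effect; strong numbers were not always called active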
PfHsp40 yeast = rescue of yeast from PfHsp40 toxicity, primary screen, S. cerevisiae, ATP luminescence | S. cerevisiae expressing PfHsp40, growth rescue | growth rescue, % at 12.5 µM | hit rate 0.68% among 340,000 | AID 504582, 2011; in the data active = growth rescue above about 28%, passing the limit was not always enough; inconclusive = no clear call, values can overlap the other calls;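 note: yeast W303a lacking pdr1 and pdr3 grown in galactose medium; growth measured after three days at 30 °C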
Yp Topo-I inh = Yersinia pestis topoisomerase I inhibitors, primary screen, biochemical, cleavage product accumulation, plate reader, single point. DNA topoisomerase I (Yersinia pestis CO92). Y. pestis Topo-I cleavage product accumulation. activity, % at 10 µM. hit rate 0.064% among 360,000. AID 504884, 2011; in the data active = activity above about 50%, passing the limit was not always enough; inconclusive = no clear call, values can overlap the other calls; note: inactives centre near 2
An asterisk follows results filed as active; i = inactive; ? = inconclusive; nt = not tested or not shown; & = joins results of further samples. Cut-off read from the data, not from the text of the source, unless noted: active = inhibition above about 30%; inconclusive = no clear call, values can overlap the other calls; inactive = below that. Only part of the results is shown, so the mix of outcomes need not match the whole.

Sample of the layout, 3 compounds:
SMILES	TcdB inh	Anthrax LF prot	PrPC TRFRET	3CLpro inhibitor	BoNT-A LC inh2	BH1578 lux ind	PriA SSB inh	PfHsp40 yeast	Yp Topo-I inh
Cc1ccc(NC(=O)CCCc2nc3ccccc3s2)c(O)c1	nt	-6	2	5	0.0	-0.3	-5	0.8	7
Cc1ccc(C(C)C)c(OCC(=O)NNC(=O)Cc2ccc(S(=O)(=O)N3CCOCC3)s2)c1	1.0	3	-2	nt	0.5	-1.3	-7	-1.3	20
CC(C)OC(=O)CSc1nnc(-c2cnccn2)n1-c1ccccc1	nt	-12	-2	2	-0.3	nt	-5	-0.5	5

Results, from the first entry:
SMILES	TcdB inh	Anthrax LF prot	PrPC TRFRET	3CLpro inhibitor	BoNT-A LC inh2	BH1578 lux ind	PriA SSB inh	PfHsp40 yeast	Yp Topo-I inh
Cc1ccc(NC(=O)CCCc2nc3ccccc3s2)c(O)c1	nt	-6	2	5	0.0	-0.3	-5	0.8	7
Cc1ccc(C(C)C)c(OCC(=O)NNC(=O)Cc2ccc(S(=O)(=O)N3CCOCC3)s2)c1	1.0	3	-2	nt	0.5	-1.3	-7	-1.3	20
CC(C)OC(=O)CSc1nnc(-c2cnccn2)n1-c1ccccc1	nt	-12	-2	2	-0.3	nt	-5	-0.5	5
Cc1ccc(C)c(N(C)C(=O)CCS(=O)(=O)c2cccc3nonc23)c1	0.9	2	-31	4	2.9	-0.5	8	2.3	4
CCCn1ncc(CN2CCC(N3CCC(C(=O)N4CCOCC4)CC3)CC2)c1C	2.4	0	-8	-3	0.6	-0.2	-8	-1.1	0
Cc1ccc(C(=O)Nc2cccc(NC(=O)c3ccc(C)c([N+](=O)[O-])c3)n2)cc1[N+](=O)[O-]	1.2	-10	-9	5	-8.3	i	4	1.5	-18
CN(Cc1ccccc1)C1CCCN(C(=O)c2ccc(Cl)s2)C1 (stereo not drawn)	-0.2	-3	-6	-1	-3.6	i	-8	2.6	-2
COC(=O)C1=C(c2ccc(OCc3ccccc3)cc2)C[C@@H]2CC[C@H]1N2C(=O)NCc1cccc(OC)c1	0.6	-5	3	nt	-0.1	0.3	19	4.7	36
CCN(CC)C(=O)[C@H]1C[C@H](CC(=O)NCCC2=CCCCC2)C(=O)N2CCc3c([nH]c4cc(CCC(=O)N(C)C)ccc34)[C@]12C	-7.3	0	-5	nt	0.0	-0.5	2	-1.3	24
CCOc1ccc2nc(SCC(=O)NCc3ccccc3)[nH]c2c1	0.1	-1	9	2	0.3	0.8	-18	0.8	0
CCN(CC)CCCn1c2c(c(SCC(=O)Nc3ccc4c(c3)OCO4)nc1=O)CCC2	0.0	-6	0	nt	-2.1	-0.8	-6	-1.4	-4
Cc1cc(NC(=O)COC(=O)C2CC(=O)N(c3ccc(Br)cc3)C2)no1 (stereo not drawn)	-0.6	3	-7	-4	-5.8	-0.3	1	-0.3	7
CCn1c(=S)[nH]c2cc(Cl)ccc21	1.6	-7	-5	3	?	i	3	-0.9	2
O=C(NCCNC(=O)c1ccccn1)c1ccc(Cl)cc1	0.1	2	6	-6	0.2	-0.3	-3	-1.4	-4
CCCn1nc(C(=O)NCc2ccc3c(c2)OCO3)c2ccccc2c1=O	1.1	-2	-1	-2	0.3	-0.9	-14	0.7	-11
Cc1ccc(-c2nc3sc4c(c3c(=O)n2N)CCCC4)cc1	nt	4	-4	6	?	-0.2	-3	3.3	-3
O=C(Nc1cnccn1)Nc1ccccc1F	1.0	-1	2	1	-3.3	i	5	-1.0	6
Cc1cc(C)c(S(=O)(=O)N2CCN(S(=O)(=O)N3CCOCC3)CC2)c(C)c1	0.6	-10	-9	4	-0.9	i	-22&-3	0.5	24
Cc1nc(SCc2cccc(F)c2)c2oc3ccccc3c2n1	0.1	-16	-6	0	0.2	i	-17	-1.9	-9
CCOc1cc2c(cc1OCC)-n1cccc1C(c1cccc(F)c1F)NC2 (stereo not drawn)	1.2	-2	6	-1	0.1	i	32	-1.5	-3
O=C(O)CC1(CC(=O)NCc2ccc(C(F)(F)F)cc2)CCCCC1	-0.2	2	0	2	?	i	-4	-0.2	3
Cc1nn(C)c(Cl)c1CN1CCC(CO)(CC2CCCCO2)CC1 (stereo not drawn)	-3.3	-1	6	0	1.0	-0.2	-4	-2.1	10
Cc1cccc(C)c1NC(=S)N=Nc1c(O)n(C)c2ccc(S(=O)(=O)N3CCOCC3)cc12	nt	12	-7	-3	17	i	-5	0.4	-1
COC(=O)C1=CO[C@@H](C)[C@H]2CN3CC[C@]4(C(=O)Nc5ccccc54)[C@@H]3C[C@H]12	1.8	-9	-12	nt	-1.8	-0.3	-10	-0.5	2
CC1(C)CC(=O)C(C=Nc2ccc(NC3=C(C#N)C(=O)CC(C)(C)C3)cc2)=C(O)C1	0.9	-5	-1	-1	-0.7	-0.1	-5	0.8	-11
c1nc(N2CCC3(CC2)OCCO3)c2[nH]cnc2n1	1.9	-1	1	-5	-0.2	-1.0	-7	-0.1	0
COc1ccc(/C=C(\C#N)C(=O)NC(C)c2ccccc2)cc1O (stereo not drawn)	-2.7	-1	-11	1	-1.5	-0.9	10	0.5	3
Cc1c(NC2=C(Cl)C(=O)N(c3ccccc3)C2=O)c(=O)n(-c2ccccc2)n1C	nt	0	-10	-3	0.3	-0.2	-12	3.6	-1
Cc1cccc(CN2C(=O)c3ccccc3Sc3ccc(C(=O)NCCN4CCOCC4)cc32)c1	1.6	-9	-1	3	-0.4	i	5	-1.1	-10
O=C(Cn1cnc(S(=O)(=O)N2CCCC2)c1)Nc1ccc(OC(F)(F)F)cc1	0.6	7	8	8	9.1	-0.2	-7	-0.4	7
CC(C)CC(CC(C)C)=NNC(=O)c1ccc2c(c1)OCO2	-2.8	-7	8	6	0.0	i	-5	0.1	5
N#Cc1c(/N=C/C=C/c2ccccc2)sc2c1CCCC2	1.5	-6	5	0	-1.5	-1.0	nt	-0.5	-3
CN1C[C@@H]2C[C@@H](c3cccn3-c3nccs3)N3CCC[C@@]23C1=O	0.1	-3	-1	4	0.7	-1.4	5	-0.7	-3
COc1ccc(-c2nnc(SC)nc2-c2ccc(OC)c([N+](=O)[O-])c2)cc1[N+](=O)[O-]	0.1	19	-24	nt	-0.9	-0.8	-5	0.3	-3
COC(=O)C1(CCSC)NC(c2ccc(O)cc2)C2C(=O)N(c3ccc(F)cc3)C(=O)C21 (stereo not drawn)	2.0	11	13	2	3.5	0.5	15	0.5	-9
Cc1ccc(CSc2nnc(-c3cccc(S(=O)(=O)N4CCOCC4)c3)n2C2CCCC2)cc1	nt	3	2	4	-0.4	-0.2	10	0.9	5
Cc1ccc(-c2csc(=Nc3cccnc3)n2CCCN2CCCC2=O)cc1C	nt	-1	-12	0	0.3	-0.3	31	1.5	41
COc1ccc(C(=O)Nc2nc(N)n(-c3ccccc3)n2)cc1OC	nt	0	-7	-1	-1.5	i	3	0.6	4
COc1ccc(NC(=O)c2c(F)cccc2F)cc1S(=O)(=O)Nc1ccc(Br)cc1	0.7	-2	4	7	0.0	-0.8	10	1.7	-12
CCc1ncc(C(O)c2cccc(OC)c2OC)n1C (stereo not drawn)	-0.4	0	0	-3	-0.2	i	-8	-2.2	7
O=C(O)C(CCCCN1C(=O)C2C3C=CC(C3)C2C1=O)N1C(=O)C2C3C=CC(C3)C2C1=O (stereo not drawn)	nt	1	-5	2	0.3	-0.4	-5	1.7	1
O=C(C1CC=CCC1)N1CCN(C(=O)C2CC=CCC2)CC1 (stereo not drawn)	nt	6	2	3	1.9	2.8	-19	0.0	3
CN(C)N1C(N)=C(C#N)C(c2ccc3c(c2)OCO3)C2=C1CCCC2=O (stereo not drawn)	0.5	-1	0	-1	-0.1	-0.6	-19	-0.7	-4
O=C(Cc1ccccc1)NNC(=O)c1ccccc1C(=O)O	0.0	-1	3	2	0.4	-1.5	-5	0.9	2
O=C1CC(N2CCN(c3ccccc3F)CC2)C(=O)N1c1ccc(F)cc1 (stereo not drawn)	nt	-7	-1	0	0.0	-0.5	2	1.7	1
CC(CC(=O)Nc1cc(S(=O)(=O)N2CCOCC2)ccc1OCC(F)(F)F)c1ccccc1 (stereo not drawn)	1.1	6	0	nt	0.2	-2.0	-3	0.7	24
O=C(Oc1cccc2cccnc12)c1cccc(N2C(=O)C3C4CCC(C4)C3C2=O)c1 (stereo not drawn)	0.4	nt	-2	-7	nt	nt	23	nt	nt
CN(CC(=O)Nc1cccc(F)c1)C(=O)/C=C/c1cc(Br)ccc1OC(F)F	2.4	3	-4	nt	-0.5	-0.9	-13	-0.9	19
CCOC(CNC(=O)c1cccn2c(=O)c3cc(Cl)ccc3nc12)OCC	nt	-1	-2	5	1.7	-0.4	-15	0.2	2
CCOC(=O)c1cc(-c2cc3ccccc3o2)nc2c1c(=O)[nH]c(=O)n2CCOC	nt	-4	-6	-5	0.2	i	4	1.1	-2
CCc1nc(SCC(=O)NCC2CCCO2)c2oc3ccccc3c2n1 (stereo not drawn)	nt	-2	-4	4	0.0	0.0	-10	-1.5	-8
O=C(NNc1cccc(Cl)n1)Nc1ccccc1	nt	8	8	2	-0.8	-6.7	-2	1.0	7
COc1ccc(NC(=O)CSc2nnc(-c3ccccc3C)n2N)cc1	nt	-1	-2	0	-1.7	i	-22	0.1	-5
Cc1ccc2c(c1)[C@@H]1[C@H](CO2)[C@H](c2ccccc2)[C@]2(C)C(=O)N[C@H](C)C(=O)N12	-1.9	-6	-3	nt	-0.1	0.7	-1	0.0	0
COc1ccc(C)cc1NC(=O)Cc1c(C(=O)O)n(C)c2ccccc12	2.0	2	-1	8	4.9	0.6	-9	2.4	-9
COc1cccc(/C=C(\C#N)c2nc3ccc(C)cc3[nH]2)c1OCC(=O)O	-0.1	5	-2	5	-1.5	-0.1	1	-0.3	-1
COc1ccc(/C=C/C(=O)O)cc1S(=O)(=O)N1CCc2ccccc21	3.8	-2	-3	2	-1.5	i	-3	1.9	-1
O=C(CSc1ccccn1)Nc1cccc(S(=O)(=O)N2CCCC2)c1	0.3	6	3	nt	0.2	i	1	-0.2	1
O=C(Nc1cccc(C(=O)N2CCCCC2)c1)c1ccc(Cl)cc1	-1.2	0	6	-4	-5.2	-0.6	-7	1.3	7
CCOC(=O)c1c(S(=O)(=O)NCCCc2ccco2)c(C)n(C)c1C	-0.8	-4	-3	-1	-2.0	2.9	-4	-0.7	10

Going on with the list:
SMILES	TcdB inh	Anthrax LF prot	PrPC TRFRET	3CLpro inhibitor	BoNT-A LC inh2	BH1578 lux ind	PriA SSB inh	PfHsp40 yeast	Yp Topo-I inh
O=C(NCc1ccccc1)C1=C[C@@H](C2CC2)C[C@@H](OCc2ccc(CO)cc2)O1	0.2&5.2	0	3	-2	0.2	-0.3	0	55*	27
COc1ccc(C2C(C(=O)NCc3ccccn3)c3cc(OC)c(OC)cc3C(=O)N2C)cc1 (stereo not drawn)	nt	10	-2	-2	0.2	-0.4	8	-1.2	3
CCCOc1ccccc1C(=O)N(Cc1ccco1)C1CCS(=O)(=O)C1 (stereo not drawn)	nt	-1	5	-1	-0.2	i	-11	-0.6	0
O=C1C2CC=CCC2C(=O)N1c1nccs1 (stereo not drawn)	-9.9	2	6	nt	-0.1	i	-6	0.2	-8
O=C(Nc1ccccc1)c1cc2ccccc2[nH]1	-4.5	-2	6	-1	0.2	-0.1	-3	-0.3	-4

Assay outcomes from PubChem BioAssay.
